BRCA1 expr up = qHTS Assay to Identify Small Molecule Activators of BRCA1 Expression | MCF7-BRCA1-FFLuc reporter, luminescence, 48 h; response scale: scaled: vehicle 0%, 10 µM genistein 100% | Potency, µM (titrated, usually from 46.1 µM), for the others: top-dose activation, usual class: activators | hit rate 1.1% among 380,000 | AID 624202, 2012; further: potency means the concentration at half of the fitted maximal effect; nearly all actives have a fitted effect of over 80% in size; some results filed as inactive show a strong effect at the top dose
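Compounds are tested at multiple concentrations on MCF7 BRCA1-luciferase reporter cells seeded at 2000 per well; after 48 h, a single luminescence end-point is taken and curves fitted to the normalized data.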
Tb PFK block = qHTS Assay to Find Inhibitors of T. brucei phosphofructokinase; ATP-dependent 6-phosphofructokinase (Trypanosoma brucei brucei), O15648; T. brucei PFK, ADP-Glo luminescence; Potency, µM (series often up to 57.5 µM), for the others: at the top dose activity, negative = inhibition, usual class: inhibitors; hit rate 0.17% among 330,000; AID 485367, 2010;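 further: potency means the concentration at half of the fitted maximal effect; 0% = uninhibited 1x PFK enzyme wells and -100% = no-enzyme wells; nearly all actives have a fitted effect of over 60% in size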
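Activity is normalized to no-enzyme wells (full inhibition) and 1.25 nM enzyme wells (no inhibition). Reaction: 0.5 mM F6P, 0.1 mM ATP, 45 min RT, ADP-Glo luminescence; concentration-response curves fitted and classed by quality.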
RORg inh = qHTS for inhibitors of ROR gamma transcriptional activity; Nuclear receptor ROR-gamma (Mus musculus), P51450; Drosophila S2 Gal4-RORgamma UAS-luciferase reporter, 20 h; Potency, µM (titrated, usually from 53.6 µM), for the others: at the top dose activity change, negative = inhibition, hits mostly inhibitors; hit rate 5.4% among 310,000; further: potency means the concentration at half of the fitted maximal effect; on the % scale 0 is the no-effect control and ±100 the full control effect; nearly all actives have a fitted effect of over 60% in size
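Read-out: Photinus luciferase luminescence; inhibitors lower reporter signal. Insect Schneider cells with Gal4-ROR gamma fusion under metallothionein promoter, UAS reporter; 700 uM final copper sulfate induction, 20 hr, ambient temperature.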
TRPV1 ag = HTS Assay for Compounds that Act as Agonists of the Vanilloid Receptor 1; Transient receptor potential cation channel subfamily V member 1 (Homo sapiens), Q8NER1; TRPV1-expressing cells, Fluo-8 calcium influx, agonist mode; activation, % at 8.33 µM; hit rate 0.19% among 320,000; AID 540275, 2011; in the data active means activation above about 80%; inconclusive means between about 30% and that limit; further: 0% is about no effect
Target sequence (Q8NER1 whole entry, looked up): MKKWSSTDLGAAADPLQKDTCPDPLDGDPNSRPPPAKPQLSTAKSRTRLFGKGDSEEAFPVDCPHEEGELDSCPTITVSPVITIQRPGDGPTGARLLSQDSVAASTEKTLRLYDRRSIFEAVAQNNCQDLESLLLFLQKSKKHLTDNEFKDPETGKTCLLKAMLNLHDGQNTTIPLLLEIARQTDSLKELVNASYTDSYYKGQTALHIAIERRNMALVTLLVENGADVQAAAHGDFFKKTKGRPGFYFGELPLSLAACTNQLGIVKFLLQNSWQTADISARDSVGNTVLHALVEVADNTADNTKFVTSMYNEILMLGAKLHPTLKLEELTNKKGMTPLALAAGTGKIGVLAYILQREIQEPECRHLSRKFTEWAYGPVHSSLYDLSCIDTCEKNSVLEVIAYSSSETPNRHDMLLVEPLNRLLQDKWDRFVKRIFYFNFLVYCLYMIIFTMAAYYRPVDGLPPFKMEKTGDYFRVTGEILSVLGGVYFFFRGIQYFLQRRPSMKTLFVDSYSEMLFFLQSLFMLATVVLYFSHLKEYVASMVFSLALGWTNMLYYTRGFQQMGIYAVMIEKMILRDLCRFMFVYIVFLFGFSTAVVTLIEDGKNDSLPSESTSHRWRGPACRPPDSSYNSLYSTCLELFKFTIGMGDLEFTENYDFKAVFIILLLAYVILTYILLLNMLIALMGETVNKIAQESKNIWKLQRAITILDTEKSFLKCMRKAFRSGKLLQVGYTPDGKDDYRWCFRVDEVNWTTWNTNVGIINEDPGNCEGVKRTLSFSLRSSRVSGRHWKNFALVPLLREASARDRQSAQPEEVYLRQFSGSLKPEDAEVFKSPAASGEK
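Cells expressing TRPV1 were dye-loaded with Fluo-8 and read kinetically: 10 s baseline, 3 min after compound (agonist portion), then 2 min after EC20 capsaicin (allosteric enhancer portion). Calcium-bound dye fluorescence at 480/520 nm.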
FLuc counter = qHTS profiling assay for firefly luciferase inhibitor/activator using purifed enzyme and Km concentrations of substrates (counterscreen for miR-21 project). Potency, µM (doses to about 57.5 µM), for the others: top-dose activity change, negative = inhibition, hits mostly inhibitors. purified FLuc, Km substrates, luminescence inhibition. Luciferin 4-monooxygenase (Photinus pyralis), P08659. hit rate 6.9% among 360,000. AID 588342, 2011;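 further: potency means the concentration at half of the fitted maximal effect; plate controls were vehicle for no effect and reference inhibitor for full effect; nearly all actives have a fitted effect of over 55% in size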
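Purified P. pyralis luciferase, 10 nM final, with Km-level 10 uM D-luciferin and 10 uM ATP in 50 mM Tris acetate pH 7.5, 10 mM Mg acetate, 0.01% Tween-20, 0.05% BSA; 6-point qHTS titration about 60 µM downward; luminescence read.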
ELG1 DNA repair = qHTS screen for small molecules that inhibit ELG1-dependent DNA repair in human embryonic kidney (HEK293T) cells expressing luciferase-tagged ELG1; HEK293T ELG1-luciferase reporter, luminescence, 16 h; DNA damage induced by 5-fluorouridine; Potency, µM (top dose mostly 46.1 µM), inactives show top-dose activity change, negative = inhibition, most hits filed as inhibitors; hit rate 2.3% among 330,000; further: potency means the concentration at half of the fitted maximal effect; on the % scale 0 is the no-effect control and ±100 the full control effect; nearly all actives have a fitted effect of over 55% in size
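5-Fluorouridine DNA damage + compound/DMSO, 2,000 cells/well, 16 h, 37 °C/5% CO2. ONE-Glo, 30 min RT, luminescence. Readout = decrease in reporter signal.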
ELG1 genotoxic = qHTS screen for small molecules that induce genotoxicity in human embryonic kidney (HEK293T) cells expressing luciferase-tagged ELG1 | hit rate 1.3% among 330,000 | HEK293T ELG1-luciferase reporter, luminescence, 16 h | Potency, µM (series often up to 46 µM), inactives show at the top dose activity change, positive = activation, hits mostly activators; further: potency means the concentration at half of the fitted maximal effect; % of control where 0% means no effect; nearly all actives have a fitted effect of over 60% in size
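After overnight (16 hr) compound treatment at 37 °C, ELG1-luciferase HEK293T cells were lysed with ONE-Glo; luminescence quantified 30 min later at room temperature.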
p53 reactivation = qHTS assay for re-activators of p53 using a Luc reporter | H1299 p53-A138V BP100-luciferase reporter, luminescence, 24 h | Potency, µM (highest dose often 92.2 µM), for inactives: at the top dose activity change, positive = activation, usual class: activators | hit rate 0.063% among 320,000 | AID 504706, 2011; further: potency means the concentration at half of the fitted maximal effect; % of control where 0% means no effect; nearly all actives have a fitted effect of over 45% in size
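H1299 (p53-null), stable ts p53-A138V + BP100-Luc; 1000 cells/well, Opti-MEM/10% FBS; cpd 4 pt, 1:5; 24 h, 37 deg C, 5% CO2; detection reagent 10 min RT; luminescence.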
Gal4-VP16 FLuc = VP16 counterscreen qHTS for inhibitors of ROR gamma transcriptional activity | Potency, µM (series often up to 53.6 µM), for the others: top-dose activity, negative = inhibition, hits mostly inhibitors | Drosophila S2 Gal4-VP16 UAS-luciferase, luminescence, 20 h | hit rate 3.5% among 310,000;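 further: Gal4-VP16 expression switched on by copper sulfate through the metallothionein promoter; potency means the concentration at half of the fitted maximal effect; on the % scale 0 is the no-effect control and ±100 the full control effect; nearly all actives have a fitted effect of over 50% in size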
Rab9 promoter act = qHTS Assay for Rab9 Promoter Activators; Huh7 Rab9 promoter-luciferase reporter, luminescence, 24 h; Potency, µM (titrated, usually from 9.22 µM), inactives show top-dose activation, negative = inhibition, most hits filed as activators; hit rate 2.8% among 320,000; further: potency means the concentration at half of the fitted maximal effect; % of control where 0% means no effect; nearly all actives have a fitted effect of over 60% in size
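Using Huh7 cells stably transfected with Rab9 promoter–luciferase, compounds were incubated 24 h at 37 °C, 5% CO2; luciferase luminescence was read 10 min after reagent addition.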
NPC1 prom act = qHTS Assay for NPC1 Promoter Activators; Huh7 NPC1 promoter luciferase reporter, 24 h; Potency, µM (series often up to 9.22 µM), for the others: top-dose activation, actives largely listed as activators; hit rate 2.4% among 320,000; AID 485313, 2010;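 further: potency means the concentration at half of the fitted maximal effect; % of control where 0% means no effect; nearly all actives have a fitted effect of over 60% in size; reporter is driven by a mutant NPC1 promoter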
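NPC1 promoter–luciferase Huh7 cells; 24 h compound; luminescence.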
Starred values were filed as active, the others as inactive; ? = inconclusive; . = not tested or not shown; & = joins results of further samples; [ ] = another dose, or the depositor's remark. Unless noted, the call rests on the fitted dose curve; in most records, active means well fitted curve in the direction sought with a large enough effect; inconclusive means small, poorly fitted or top-dose-only effect, or another doubt; inactive means no such curve, though single readings can be large; an effect the other way counts as inactive or inconclusive.

Every second line gives: p53 reactivation	RORg inh	Gal4-VP16 FLuc	Tb PFK block	ELG1 genotoxic	Rab9 promoter act	FLuc counter	BRCA1 expr up	ELG1 DNA repair	NPC1 prom act	TRPV1 ag
#1 CCOC(=O)c1ccc2nc(C(F)(F)F)[nH]c(=O)c2c1
→ -3%	43%	2%	-1%	2%	7%	-2%	60%	5%	0%	2
#2 Cn1c(=O)[nH]c(=O)c2c1nc(NCCCO)n2CCCc1ccccc1
→ 1%	-10%	-10%	4%	7%	-1%	6%	1%	-1%	0%	3
#3 Cn1c(-c2ccccc2)cnc1NCc1cccc([N+](=O)[O-])c1
→ .	11%	0%	-6%	-2%	10%	1%	21%	0%	0%	-2
#4 CCn1c(-c2cccc(S(=O)(=O)N3CCCC3)c2)n[nH]c1=S
→ 0%	?	-1%	25%	0%	-9%	3%	1%	3%	-3%	0
#5 O=C(CCc1nc2ccccc2c(=O)[nH]1)NCCN1C(=O)S/C(=C\c2ccc(Cl)cc2Cl)C1=O
→ 18%	.	.	-12%	?	30%	?	-25%	-11%	20%	-4
#6 COc1ccccc1OCCCOc1ccc(C)cc1Br
→ ?	0%	-16%	3%	18µM*	?	4.8µM*	?	?	?	-1
#7 Cc1cccc(/C=C2\Sc3ccc(C(=O)N4CCOCC4)cc3N(C)C2=O)c1
→ 0%	-7%	-1%	-1%	-12%	-2%	?	-31%	-15%	-1%	14
#8 O=C(Nc1ccc(NC(=O)C2CC2)cc1)c1ccco1
→ ?	-30%	-12%	-9%	13µM*	1.8µM*	19µM*	3.2µM*	?	3.2µM*	0
#9 Cc1ccc(-n2nc(-c3ccc(N)cc3)cc2N)cc1
→ ?	24%	4%	3%	?	?	19µM*	-16%	?	?	-1
#10 OCCNc1nc2ccccc2n1CCN1CCCCC1
→ -10%	17%	-8%	0%	-1%	-11%	-1%	-27%	-3%	-4%	-5
#11 Cc1ccc(C2c3c(oc4ccc(Cl)cc4c3=O)C(=O)N2CCCN2CCOCC2)o1 (stereo not given)
→ 7%	43%	-15%	?	5%	1%	-6%	.	15%	-3%	1
#12 CCOC(=O)c1c(C)[nH]c(C(=O)NCc2ccccc2OC)c1C
→ 7%	?	-3%	1%	?	21%	-19%	.	?	?	2
#13 O=C(COc1cccc(NC(=O)c2cccc([N+](=O)[O-])c2)c1)c1ccc(Br)cc1
→ 6%	36%	-7%	0%	-9%	1%	?	-61%	9.2µM*	-1%	3
#14 Cc1c(CN(C)Cc2cn(C)nc2-c2ccccc2F)[nH]c2ccccc12
→ 0%	0%	7%	0%	-9%	-2%	2%	0%	4%	0%	2
#15 COc1ccc(C(=O)NC2CCCCCC2)cc1S(=O)(=O)Nc1ccc(Br)cc1
→ 19%	15%	0%	4%	3%	2%	?	13%	29%	8%	2
#16 CC(C)c1onc(C(=O)NCc2ccccn2)c1[N+](=O)[O-]
→ 13%	-3%	5%	1%	2%	0%	-2%	20%	7%	-1%	0
#17 COc1ccccc1NC(=O)c1cc(Cl)nc2ccccc12
→ -3%	1%	-16%	-7%	-4%	0%	-9%	-61%	-10%	?	.
#18 Cc1cc(N2C(=O)C(=O)/C(=C(/O)c3ccc(F)cc3)C2c2cccc(Br)c2)no1 (stereo not given)
→ -17%	15%	4%	-4%	0%	-3%	-8%	-13%	-1%	-7%	4
#19 CSc1ccc(/C=C/C(=O)OCC(=O)N2CCc3ccccc32)cc1
→ 10%	.	.	-8%	0%	-1%	4%	0%	14%	-2%	0
#20 O=C1OCCN1C(=O)[C@H]1[C@H](c2ccc(F)cc2)C(c2cccc(Cl)c2)=NN1c1ccc(Br)cc1
→ 8%	4%[40.7 µM]	-9%[40.7 µM]	2%	1%	.	.	-49%	-4%	.	.
#21 CC(=O)c1ccccc1NC(=O)c1ccc(OCc2c(C)noc2C)cc1
→ -4%	.	.	1%	-1%	.	.	-8%	?	.	.
#22 O=c1cc(-c2ccc(O)c(O)c2)oc2c1ccc1ccccc12
→ -6%	.	.	-3%	-10%	-2%	?	33%	?	-9%	12
#23 Cc1[nH]c2ccccc2c1C(=O)C(=O)N1CCN(c2ccccc2Cl)CC1
→ -9%	5%	0%	-1%	0%	0%	-3%	-26%	16%	-9%	6
#24 COc1ccccc1Nc1nc(-c2sc(NC(=O)c3cccc(Cl)c3)nc2C)cs1
→ -4%	?	-14%	1%	1%	-1%	?	.	-7%	-3%	7
#25 O=C(NCc1cc(C(F)(F)F)ccc1F)C1CCC(=O)N(C2CC2)C1 (stereo not given)
→ 17%	4%	-5%	1%	4%	-2%	-4%	-13%	.	0%	1
#26 CC(/C=N/NC(=O)c1nnn(-c2nonc2N)c1CN(C)C)=C\c1ccco1
→ .	9%	2%	1%	.	2%	-3%	-21%	-2%	2%	1
#27 Cc1c(O)cccc1C(=O)N[C@@H](CSc1ccccc1)[C@H](O)CN1C[C@H]2CCCC[C@H]2C[C@H]1C(=O)NC(C)(C)C
→ .	?	0%&-1%&-5%	5%	-7%	-5%	0%	-65%&-69%	-23%	3%	-1
#28 O=C(CSc1nnc2ccccn12)NNC(=O)c1cccc([N+](=O)[O-])c1
→ -6%	.	.	1%	-1%	-4%	2%	-30%	2%	-4%	-2
#29 COc1ccc(N(C(=O)c2snc(C(N)=O)c2N)C(C(=O)NCC2CCCO2)c2ccc3ncccc3c2)cc1OC (stereo not given)
→ -1%	-34%	6%	-2%	3%	0%	1%	1%	15%	0%	-1
#30 COC(=O)CCC(=O)N(CCN(C(=O)CCC(=O)OC)c1ccccc1)c1ccccc1
→ -6%	-3%	-2%	-2%	-1%	2%	0%	-12%	7%	-3%	3
#31 Cn1cccc1/C=C1\Cc2ccccc2C1=O
→ ?	1%	-6%	1%	?	?	6.7µM*	3%	?	-26%	24
#32 Cc1oc(-c2ccccc2F)nc1CS(=O)(=O)CC(=O)NCc1ccco1
→ 2%	20%	-7%	-8%	1%	-2%	3%	0%	-5%	-2%	0
#33 O=C(O)Cc1sc(Nc2cccc3ccccc23)nc1-c1ccccc1
→ -2%	.	.	13%	2%	1%	24µM*	-34%	22%	6%	3
#34 CCCN(CC(=O)Nc1ccccc1OC)C(=O)c1ccc(=O)[nH]c1
→ 3%	1%	0%	1%	2%	0%	0%	0%	-5%	1%	-5

Grouped by structure: the entries above with bromine.
Every second line gives: p53 reactivation	RORg inh	Gal4-VP16 FLuc	Tb PFK block	ELG1 genotoxic	Rab9 promoter act	FLuc counter	BRCA1 expr up	ELG1 DNA repair	NPC1 prom act	TRPV1 ag
#6 COc1ccccc1OCCCOc1ccc(C)cc1Br
→ ?	0%	-16%	3%	18µM*	?	4.8µM*	?	?	?	-1
#13 O=C(COc1cccc(NC(=O)c2cccc([N+](=O)[O-])c2)c1)c1ccc(Br)cc1
→ 6%	36%	-7%	0%	-9%	1%	?	-61%	9.2µM*	-1%	3
#15 COc1ccc(C(=O)NC2CCCCCC2)cc1S(=O)(=O)Nc1ccc(Br)cc1
→ 19%	15%	0%	4%	3%	2%	?	13%	29%	8%	2
#18 Cc1cc(N2C(=O)C(=O)/C(=C(/O)c3ccc(F)cc3)C2c2cccc(Br)c2)no1 (stereo not given)
→ -17%	15%	4%	-4%	0%	-3%	-8%	-13%	-1%	-7%	4
#20 O=C1OCCN1C(=O)[C@H]1[C@H](c2ccc(F)cc2)C(c2cccc(Cl)c2)=NN1c1ccc(Br)cc1
→ 8%	4%[40.7 µM]	-9%[40.7 µM]	2%	1%	.	.	-49%	-4%	.	.

Screening data as filed in PubChem.
